Source: PubChem BioAssay
DENV2 CPE – inhibitors of DENV2 cytopathic effect, primary screen, cell-based, plate reader, single concentration; DENV2-infected cells, cytopathic effect rescue; CPE inhibition, % at 9.99 µM; hit rate 1.7% among 350,000; in the data active = CPE inhibition above about 20%, passing the limit was not always enough; inconclusive = no clear call, values can overlap the other calls; tested in BHK-21 cells;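 note: 0% = median of neutral control wells and 100% = median of positive control wells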
Xi reactivation – activators of inactive X chromosome reactivation, primary screen, imaging, XiGFP fibroblasts, GFP high-content imaging, set 2; activation, % at 7.58 µM; hit rate 0.055% among 360,000; XiGFP mouse fibroblasts, % GFP-positive cells imaging, 3 d; cells co-treated with 5-aza-dC sensitizer; scaled so ellipticine positive control = 100%;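 active = mean normalized replicate activation at least 10% and every replicate at or above 10%; inconclusive = only one of the two criteria met; inactive = mean below 10% and not all replicates reach 10%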;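 note: 0% = median of on-plate neutral control wells and 100% = ellipticine 6 µM median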
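Material: SV40-immortalized XiGFP fibroblast cells, line 68-5-11 | Buffer or medium: DMEM containing 5-aza-dC | Dosing: One concentration, pinned | Times: 3 d treatment, 15 min room-temperature fixation | Controls: Ellipticine 6 µM positive control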
GSIS activator – GLuc luminescence reporter in INS-1E cells, primary screen for activators of glucose-dependent secretion of insulin. activation, % at 16.6 µM. hit rate 0.61% among 370,000. AID 743287, 2014. INS-1E GLuc reporter insulin secretion, 2-3 h;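 active = lowest replicate activation of at least 40%, so every replicate reaches that level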;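 note: 0% = median of neutral control wells and 100% = median of IBMX positive control wells; some compounds called inactive have numbers as strong as hits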
CASP6 VEID inh – human caspase-6 inhibitors, primary screen, biochemical, VEID-R110 fluorescence, single point, set 2; purified caspase-6, Z-VEID-R110 cleavage fluorescence; inhibition, % at 12.5 µM; hit rate 0.53% among 350,000; AID 686996, 2013;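 active = mean inhibition across replicates at least about 35%, with every replicate also reaching that limit, limit read from the data; inconclusive = only one of the two criteria met; inactive = neither criterion met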;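 note: 0% = median of neutral control wells and 100% = no fluorescence left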
Target sequence (P55212 24-179 limits assumed): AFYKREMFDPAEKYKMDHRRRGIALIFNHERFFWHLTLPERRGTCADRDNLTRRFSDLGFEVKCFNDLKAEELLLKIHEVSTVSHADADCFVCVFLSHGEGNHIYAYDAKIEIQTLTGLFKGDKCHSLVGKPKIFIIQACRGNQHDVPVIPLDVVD
Target sequence (P55212 194-293 limits assumed): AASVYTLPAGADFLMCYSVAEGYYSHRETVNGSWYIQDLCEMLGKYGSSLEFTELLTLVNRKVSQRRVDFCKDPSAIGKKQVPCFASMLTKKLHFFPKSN
RAD52 anneal inh – RAD52 DNA annealing inhibitors, primary screen, biochemical, FRET, single point, set 2. AID 651710, 2012. hit rate 0.46% among 360,000. DNA repair protein RAD52 homolog (Homo sapiens), P43351. recombinant RAD52 DNA annealing, FRET fluorescence. inhibition, % at 18.7 µM;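 active = every replicate showing at least 50% inhibition; inconclusive = mean inhibition at least 50% but not in every replicate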
RAD54 inh – inhibitors of human RAD54 branch migration, primary screen, biochemical, fluorescence, single point; RAD54 Holliday junction branch migration, FAM/BHQ fluorescence; hit rate 0.14% among 360,000; DNA repair and recombination protein RAD54-like (Homo sapiens), Q92698; AID 602329, 2012; inhibition, % at 10.4 µM;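 active = mean normalized replicate activity at least 40 and at least half of replicates scoring 40 or more; inconclusive = only one of the two criteria met; inactive = mean below 40 and under half of replicates reaching 40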;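 note: 0% = median of neutral control wells and 100% = median of positive control wells; inhibitors cause a drop in the FAM fluorescence signal; in these data hits start at about 50%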
Target sequence (Q92698 whole entry, looked up): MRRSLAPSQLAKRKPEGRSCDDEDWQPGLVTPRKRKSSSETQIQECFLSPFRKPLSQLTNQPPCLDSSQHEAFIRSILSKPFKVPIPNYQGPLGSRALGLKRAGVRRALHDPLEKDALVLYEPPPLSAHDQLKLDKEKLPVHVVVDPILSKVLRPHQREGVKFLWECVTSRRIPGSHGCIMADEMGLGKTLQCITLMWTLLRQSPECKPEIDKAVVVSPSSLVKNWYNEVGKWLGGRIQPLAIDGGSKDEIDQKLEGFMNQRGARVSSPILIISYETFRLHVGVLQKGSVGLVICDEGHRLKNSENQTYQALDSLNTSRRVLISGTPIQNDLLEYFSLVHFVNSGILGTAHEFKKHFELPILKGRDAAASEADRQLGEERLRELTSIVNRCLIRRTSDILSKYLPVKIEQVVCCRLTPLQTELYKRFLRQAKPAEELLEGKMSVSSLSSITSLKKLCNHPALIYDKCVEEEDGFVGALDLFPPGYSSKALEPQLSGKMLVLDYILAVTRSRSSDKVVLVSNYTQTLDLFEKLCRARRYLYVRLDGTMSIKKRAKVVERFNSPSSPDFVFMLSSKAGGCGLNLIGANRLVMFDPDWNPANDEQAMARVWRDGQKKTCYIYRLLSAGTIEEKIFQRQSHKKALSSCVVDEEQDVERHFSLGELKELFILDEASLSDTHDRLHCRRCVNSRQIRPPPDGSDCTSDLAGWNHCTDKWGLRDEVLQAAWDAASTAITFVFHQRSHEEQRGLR
CFTR F508del cor – F508del CFTR correction, initial screen, CFBE line, single point. CFBE cells, YFP halide quenching; stimulated with forskolin plus potentiator P3; % fluorescence drop versus neutral controls. hit rate 0.36% among 350,000. activity (quench increase), % at 7.58 µM;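 active = mean added fluorescence quench of at least 8% versus neutral control, with both replicates also reaching 8%; inconclusive = only one of the mean or replicate conditions met; inactive = mean below 8% and not both replicates reaching 8%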;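 note: cells transiently co-express mutant CFTR-F508del with the halide-sensitive YFP; corrector assay measuring rescue of mutant channel to the surface after 24 h compound exposure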
An asterisk follows results filed as active; ? = inconclusive; · = not tested or not shown. The list is partial; count on the stated rates, not on these rows.

SMILES,GSIS activator,RAD52 anneal inh,DENV2 CPE,CFTR F508del cor,CASP6 VEID inh,Xi reactivation,RAD54 inh
CCn1c(SCC(=O)Nc2nc(C)c(C)s2)nc2cccnc21,·,-11,·,·,2,·,1
CC(=O)Nc1nonc1-c1nc2ccccc2n1CC1CC1,·,-4,·,·,0,·,-3
COC(=O)c1c(-c2ccc(OC)c(OC)c2)csc1N,·,14,·,·,1,·,-3
O=[N+]([O-])c1ccc2nc(-c3ccccc3)n(OCc3ccc(Cl)cc3)c2c1,·,-11,·,·,9,·,-11
CCOC(=O)c1cc2c(=O)n3ccccc3nc2n(Cc2ccccc2)c1=N,·,-44,·,·,3,·,7
COc1cc(OC)c(C(=O)NC2CC(C)(C)NC(C)(C)C2)cc1OC,·,9,·,·,3,·,-1
CCCn1c(SCC(=O)NCc2ccco2)nnc1C(C)C,·,-16,·,·,1,·,-9
CN1CCN(C(=O)c2cc3c(ccc4ccccc43)oc2=O)CC1,·,0,·,·,-1,·,10
CCNC(=O)C[C@@H]1CC[C@H]2[C@@H](COc3ccc(NC(=O)c4ccccc4Cl)cc3C(=O)N2C)O1,·,·,1,-0.7,·,·,-6
CO[C@@H]1CN(C)C(=O)c2cc(NC(C)=O)ccc2OC[C@@H](C)N(C(=O)C2CC2)C[C@H]1C,·,·,14,1.4,·,·,-11
C[C@@H]1CN([C@@H](C)CO)C(=O)c2cc(NC(=O)c3ccncc3)ccc2O[C@@H](C)CCCCO[C@@H]1CN(C)C(=O)CCC(F)(F)F,·,·,-1,-1.6,·,·,0
COc1cc(CNC(=O)CCC(=O)N2C[C@H]3C[C@H](C2)c2cccc(=O)n2C3)cc(OC)c1OC,·,-9,·,-2.6,·,·,-4
CC(C)[C@H](NC(=O)[C@H](Cc1ccccc1)n1c(=O)[nH]c2ccccc2c1=O)C(=O)N1CCC[C@@H]1C(=O)O,·,·,·,0.5,-2,·,8
O=C(COc1ccc2cc(-c3ccccc3)c(=O)oc2c1)NCC1CCC(C(=O)O)CC1 (configuration not stated),·,·,·,3.0,3,·,-6
COc1ccc(NC(=O)N2CC(=O)N3[C@@H](CO)[C@@H](c4ccc(/C=C/c5ccccc5)cc4)[C@@H]3C2)cc1,·,-9,4,-2.0,·,·,·
O=C(NC[C@H]1CC[C@H]2[C@H](CN2Cc2ccc(Oc3ccccc3)cc2)O1)C1CCOCC1,·,13,-5,3.1,·,·,·
COc1cccc(-c2ccc(CC[C@H]3O[C@H]4CC[C@H](CO)O[C@H]4C[C@@H]3NS(C)(=O)=O)cc2)c1,·,-1,?,-0.3,·,·,·
OC[C@@H]1CC[C@@H]2O[C@H](CCc3ccc(C#CCc4ccccc4)cc3)[C@@H](n3cc(-c4ccccc4)nn3)C[C@@H]2O1,·,9,-7,1.8,·,·,·
COCC#Cc1ccc(CC[C@H]2O[C@H]3CC[C@H](CO)O[C@H]3C[C@H]2n2cc(C(C)(C)O)nn2)cc1,·,-3,5,3.2,·,·,·
O=C1CSC(=Nc2cc(Cl)ccc2Cl)N1,·,11,·,-1.4,-42,·,·
CCc1[nH]nc2c1C(c1cccc(OC(=O)N3CCOCC3)c1)C(C#N)=C(N)O2 (configuration not stated),0,-2,·,·,3,·,·
Cc1cccc(NC(=O)Nc2ccc(C)cc2Br)c1,16,·,·,·,·,0.2,-12
O=C1c2ccccc2S(=O)(=O)N1CC1CC(c2ccc(Cl)cc2)=NO1 (configuration not stated),-3,·,·,·,·,-0.1,-1
COc1ccc(NS(=O)(=O)c2ccc3nc(COc4ccc(Cl)c(C)c4)[nH]c3c2)cc1,-26,·,·,·,·,0.0,6
O=C(CCC(=O)N1CCN(S(=O)(=O)c2ccc(Cl)cc2)CC1)Nc1ccc2ccccc2c1,-50,·,·,·,·,0.0,-5
O=C(O)CCCCCn1c(SCc2cc(=O)n3cc(Cl)ccc3n2)nc2ccsc2c1=O,32,·,·,·,·,0.3,7
CCOc1ccc(N2C(=O)CC(S/C(N)=N/N=C/c3cccs3)C2=O)cc1 (configuration not stated),54*,·,·,·,·,-0.1,-3
CC(C)OCCCNCC(O)c1ccccc1 (configuration not stated),16,·,·,·,·,0.1,-2
O=C(N/N=C/C=C/c1ccccc1)c1ccncc1,1,·,·,·,·,0.1,-2
CCC/C(=N/NC(=O)c1cccc(Cl)c1)c1ccccc1,-14,·,·,·,·,0.0,11
N#Cc1ncc(-c2ccc3c(c2)OCCOCCOCCOCCO3)nc1C#N,-10,·,·,·,·,-0.1,8
O=C1c2cccnc2Oc2ccc(Cl)cc2N1Cc1ccc(F)cc1,0,·,·,·,·,0.0,-17
N#C/C(=C\c1c(N(Cc2ccccc2)Cc2ccccc2)nc2ccccn2c1=O)C(N)=O,-12,·,·,·,·,0.1,3
CC1CCCC(NC(=O)C2CCN(S(=O)(=O)N3CCCCCC3)CC2)C1C (configuration not stated),-13,·,·,·,·,-0.1,-7
CN(CC(=O)Nc1ccc(N2CCOCC2)cc1)CC(=O)Nc1ccccc1C#N,29,·,·,·,·,0.3,4
Cc1ccc(NC(=O)CC2C(=O)NCCN2C(=S)Nc2ccccc2)c(C)c1 (configuration not stated),14,·,·,·,·,0.0,-8
COc1ccc(S(=O)(=O)N2CCOCC2)cc1NC(=O)Cc1c(Cl)cccc1Cl,5,·,·,·,·,0.5,3
CCOc1ccc(NC(=O)c2cccnc2Cl)c([N+](=O)[O-])c1,7,·,·,·,·,0.1,-4
CCCN1CNC(=S)N(Cc2ccccc2)C1,12,·,·,·,·,-0.1,10
COc1ccc(S(=O)(=O)N2CCCCCC2)cc1NC(=O)Cc1cc(OC)c(OC)c(OC)c1,-3,·,·,·,·,0.0,-15
Cc1c(-c2ccccc2)[n+](=O)c2c(n1[O-])CCCCC2,9,·,·,·,·,0.1,17
NC(=O)CCC(NS(=O)(=O)c1ccc(Cl)cc1)C(=O)NCc1ccccc1Cl (configuration not stated),2,·,·,·,·,0.1,2
O=C1C2CCCCC2C(=O)N1c1cccc(OS(=O)(=O)c2ccccc2)c1 (configuration not stated),-1,·,·,·,·,0.1,-6
S=C(NCc1ccccc1)NCc1ccc(CNC(=S)NCc2ccccc2)cc1,-13,·,·,·,·,0.2,-11
CCOC(=O)c1cc(NC(=O)COc2ccc([N+](=O)[O-])cc2)cc(C(=O)OCC)c1,28,·,·,·,·,1.6,-3
CCOc1cc(/C=C2\SC(=N)N(c3nonc3N)C2=O)ccc1OCC(N)=O,27,·,·,·,·,0.1,-7
Cc1ccc(NC(NC(=O)Cc2ccccc2)C(Cl)(Cl)Cl)cc1 (configuration not stated),-12,·,·,·,·,-0.1,-6
CN1/C(=C\C=N\NC(=O)c2ccc(O)cc2)C(C)(C)c2ccccc21,-28,·,·,·,·,0.0,-3
Cn1c(=O)c2c(nc(N/N=C/c3ccc(OC(=O)c4ccco4)cc3)n2Cc2ccc(F)cc2)n(C)c1=O,-22,·,·,·,·,0.3,4
CC(=O)Nc1ccc(Nc2cc(C)nc3c(-c4ccccc4)cnn23)cc1,-34,·,·,·,·,0.0,5
O=S(=O)(NC1=NCCC1)c1cccc(NS(=O)(=O)c2ccc(OC(F)(F)F)cc2)c1,3,·,·,·,·,-0.1,0
COc1cc(CNCCc2ccc(S(N)(=O)=O)cc2)ccc1OCC(=O)N1CCCCC1,2,·,·,·,·,-0.1,6
C=CCOc1ccc2oc(=O)cc(C)c2c1,17,·,·,·,·,0.0,12
O=C(NC(=S)NC1CCCC1)c1ccccc1Br,1,·,·,·,·,0.2,-1
O=C(COc1ccccc1Cl)NCCC1=CCCCC1,-16,·,·,·,·,0.2,-15
CC(C)(C)c1ccc(C(=O)Nc2cccc3c(=O)[nH][nH]c(=O)c23)cc1,-8,·,·,·,·,0.3,1
CC1CC(NNC(=O)c2ccccc2)=Nc2ccccc2N1C (configuration not stated),3,·,·,·,·,0.8,3
O=C(/C=C/c1ccc([N+](=O)[O-])cc1)NCc1cccs1,5,·,·,·,·,0.0,-2
COc1ccc(C(=O)N/N=C/c2ccc(OC(=O)c3ccccc3)cc2)cc1,-2,·,·,·,·,0.0,-5
CCC1CCC(NC(=O)Nc2cccc(OC)c2)CC1 (configuration not stated),-3,·,·,·,·,0.1,-11

Carrying on.
SMILES,GSIS activator,RAD52 anneal inh,DENV2 CPE,CFTR F508del cor,CASP6 VEID inh,Xi reactivation,RAD54 inh
CCN(CC)C(=O)CN(c1cc(Cl)ccc1OC)S(=O)(=O)c1ccc(C)c([N+](=O)[O-])c1,-7,·,·,·,·,0.0,1
O=C(COC(=O)c1ccc([N+](=O)[O-])o1)c1ccccc1,-11,·,·,·,·,-0.2,-12
Cc1ccc(NC(=O)COC(=O)c2cc(-c3cccs3)nn2-c2ccccc2)cc1[N+](=O)[O-],69*,·,·,·,·,0.0,-24
COc1cc(/C=N\NC(=O)c2ccc(Cn3cc(Br)c([N+](=O)[O-])n3)o2)cc(OC)c1O,-20,·,·,·,·,-0.1,7
CC(SCc1ccccc1)C(=O)N/N=C/c1ccc(OCC(=O)NCc2ccco2)cc1 (configuration not stated),28,·,·,·,·,0.1,4
Cc1ccc2cc(/C=N/NC(=O)c3ccccc3O)c(Cl)nc2c1,22,·,·,·,·,-0.1,-3
O=C(Nc1cccc(C2OCCCO2)c1)c1cccs1,14,·,·,·,·,-0.1,-4
C/C(=N\NC(=S)NCCc1ccccc1)c1ccc(Cl)cc1,10,·,·,·,·,0.0,-4
CN1/C(=C\C(=O)CSc2nncn2C)C(C)(C)c2ccccc21,2,·,·,·,·,-0.2,2
CCC(=O)Nc1ccc(C(=O)CSc2nc3ccc(C)cc3[nH]2)cc1,9,·,·,·,·,1.0,6
Cc1ccc2nc(-c3ccc(NC(=O)C(C)N4C(=O)c5ccccc5C4=O)cc3)sc2c1 (configuration not stated),-5,·,·,·,·,0.4,-3
C/C(=N\NC(=O)c1ccn(C)n1)c1cccc(NC(=O)c2ccncc2)c1,11,·,·,·,·,0.0,3
COc1cccc(NC(=S)N2CCC(N(C)CC3CCCO3)CC2)c1 (configuration not stated),20,·,·,·,·,0.1,1
CC1(C)CC(=O)C/C(=N\NC(=O)c2cccs2)C1,32,·,·,·,·,-0.1,-19
CNc1nc(-c2ccc3c(c2)CCN3C(=O)c2ccc(F)cc2)cs1,-18,·,·,·,·,0.2,5
COC(=O)c1c(C)[nH]c(C(=O)OCC(=O)N2c3ccccc3NC(=O)C2(C)C)c1C,-3,·,·,·,·,-0.1,10
Cn1c(NC(=O)C[n+]2cc(-c3ccccc3)n3c2CCC3)cc(=O)n(C)c1=O,24,·,·,·,·,0.2,-26
